Anesthetic bind: qHTS Assay for Identification of Novel General Anesthetics; apoferritin/1-aminoanthracene competitive binding, fluorescence; Potency, µM (highest dose often 77.5 µM), for the others: at the highest dose activity change, negative = displacement, hits mostly inhibitors; Ferritin light chain (Equus caballus), P02791; 350,000 tested, 0.074% active; also: potency is read from the fitted curve at half-maximal effect; % is scaled to controls: 0 for no effect and ±100 for the full control effect; nearly all actives have a fitted effect of over 20% in size
Target sequence (P02791 2-175 limits assumed): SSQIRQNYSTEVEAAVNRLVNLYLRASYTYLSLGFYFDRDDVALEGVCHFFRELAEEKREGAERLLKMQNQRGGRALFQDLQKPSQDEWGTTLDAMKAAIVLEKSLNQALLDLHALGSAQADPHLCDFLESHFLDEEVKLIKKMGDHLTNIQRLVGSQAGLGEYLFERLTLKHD
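Horse-spleen apoferritin (10 uM) was mixed with 50% saturated 1-aminoanthracene in PBS, exposed to compounds for 10 min at room temperature, and read for fluorescence (ex 380 nm, em 535 nm). Competitive displacement was fitted with a four-parameter Hill equation.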
APEX1 inh: qHTS Assay for Inhibitors of the Human Apurinic/apyrimidinic Endonuclease 1 (APE1) | DNA repair nuclease/redox regulator APEX1 (Homo sapiens), P27695 | recombinant APE1, TAMRA/BHQ-2 abasic DNA cleavage fluorescence | Potency, µM (highest dose often 65.8 µM), without a hit: at the highest dose activity change, negative = inhibition, usual class: inhibitors | 350,000 tested, 0.35% active | AID 2517, 2012;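 also: potency is read from the fitted curve at half-maximal effect; plate controls were vehicle for no effect and reference inhibitor for full effect; nearly all actives have a fitted effect of over 55% in size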
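Kinetic fluorescence read (525 ex/598 em nm, three reads 60 s apart) of AP-site incision; signal = third minus first read. Enzyme 0.75 nM, dual-labelled THF duplex 50 nM, compound preincubation 15 min RT.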
Pol beta inh: qHTS Assay for Inhibitors of DNA Polymerase Beta; P06746; Pol beta primer extension/strand displacement, fluorescence kinetic; Potency, µM (doses to about 114 µM), for inactives: at the top dose activity change, negative = inhibition, hits mostly inhibitors; 340,000 tested, 1.3% active; AID 485314, 2010; also: potency is read from the fitted curve at half-maximal effect; % is scaled to controls: 0 for no effect and ±100 for the full control effect
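Pol beta (10 nM) was preincubated with compound for 15 min at room temperature. The reaction was then started with 50 nM substrate and read immediately and after a further 10 min at room temperature.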
GRP78 ERSR act: qHTS for Inducers of the Endoplasmic Reticulum Stress Response (ERSR) in Human Glioma: qHTS; 420,000 tested, 0.02% active; U87-MG GRP78 promoter luciferase reporter, 16 h; Potency, µM, inactives show at the top dose activation, most hits filed as activators; AID 602332, 2012; also: potency is read from the fitted curve at half-maximal effect; series mostly up to about 76 µM; % of control where 0% means no effect; nearly all actives have a fitted effect of over 35% in size
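Stably transfected U87-MG human glioma cells carrying a GRP78-based luminescent sensor were seeded at 1000 cells/well, pin-dosed with compounds and incubated 16 h. Luciferase reagent was then added, and end-point luminescence was read after 10 min at room temperature.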
POLH inh: qHTS for Inhibitors of Polymerase Eta; DNA polymerase eta (Homo sapiens), Q9Y253; recombinant Pol eta, fluorescent DNA replication assay; Potency, µM (series often up to 114 µM), for the others: at the highest dose activity change, negative = inhibition, hits mostly inhibitors; 390,000 tested, 1.2% active; AID 588591, 2011; also: potency is read from the fitted curve at half-maximal effect; % is scaled to controls: 0 for no effect and ±100 for the full control effect
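Fluorescent replication assay: 50 nM final substrate added after a 15 min room-temperature compound preincubation with 10 nM enzyme. Signal taken at 0 min and again at 10 min.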
BLM inh: qHTS Assay for Inhibitors of Bloom's syndrome helicase (BLM); Potency, µM (titrated, usually from 56.1 µM), without a hit: at the highest dose activity change, negative = inhibition, usual class: inhibitors; 350,000 tested, 0.2% active; recombinant BLM DNA unwinding, fluorescence dequenching;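 also: potency is read from the fitted curve at half-maximal effect; plate controls were vehicle for no effect and no enzyme for full effect; nearly all actives have a fitted effect of over 35% in size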
POLI inh: qHTS for Inhibitors of Polymerase Iota. DNA polymerase iota (Homo sapiens), Q9UNA4. Pol iota fluorescent replication assay, 10 min. Potency, µM (series often up to 115 µM), inactives show top-dose activity, negative = inhibition, usual class: inhibitors. 390,000 tested, 1% active; also: potency is read from the fitted curve at half-maximal effect
Target sequence (Q9UNA4 whole entry, looked up): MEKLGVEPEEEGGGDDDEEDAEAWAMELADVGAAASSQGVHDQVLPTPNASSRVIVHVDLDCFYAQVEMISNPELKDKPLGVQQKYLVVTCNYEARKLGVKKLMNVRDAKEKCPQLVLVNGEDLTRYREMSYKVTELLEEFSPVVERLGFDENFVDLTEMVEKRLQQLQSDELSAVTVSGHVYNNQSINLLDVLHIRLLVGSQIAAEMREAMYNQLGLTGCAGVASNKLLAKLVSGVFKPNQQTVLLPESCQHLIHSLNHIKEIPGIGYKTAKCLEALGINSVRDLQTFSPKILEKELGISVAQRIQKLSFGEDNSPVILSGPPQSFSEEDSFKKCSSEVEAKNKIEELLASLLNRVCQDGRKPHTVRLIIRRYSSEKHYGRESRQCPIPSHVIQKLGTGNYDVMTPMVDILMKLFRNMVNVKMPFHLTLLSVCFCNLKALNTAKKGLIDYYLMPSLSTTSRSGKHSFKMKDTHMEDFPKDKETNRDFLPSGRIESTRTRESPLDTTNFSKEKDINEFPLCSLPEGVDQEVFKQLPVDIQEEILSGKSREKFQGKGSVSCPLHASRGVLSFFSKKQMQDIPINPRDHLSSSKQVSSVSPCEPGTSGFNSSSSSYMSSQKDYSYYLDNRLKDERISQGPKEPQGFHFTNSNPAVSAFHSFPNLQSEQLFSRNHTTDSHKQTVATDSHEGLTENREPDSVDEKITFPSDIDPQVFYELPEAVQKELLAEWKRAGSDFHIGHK
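Pol iota at 10 nM preincubated 15 min with compounds at room temperature; reaction started with fluorescent substrate, 50 nM final. Fluorescence read kinetically at 0 and 10 min; buffer-only wells as negative control.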
POLK inh: qHTS for Inhibitors of Polymerase Kappa; DNA polymerase kappa (Homo sapiens), Q9UBT6; Potency, µM (highest dose often 107 µM), for inactives: at the highest dose activity, negative = inhibition, usual class: inhibitors; 400,000 tested, 0.53% active; purified Pol kappa, fluorescent DNA synthesis assay, 10 min; also: potency is read from the fitted curve at half-maximal effect; % is scaled to controls: 0 for no effect and ±100 for the full control effect
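Kinetic fluorescence readout at 0 and 10 min followed reaction start with substrate at 50 nM final. Beforehand, enzyme (10 nM Pol kappa) stood 15 min with compound at room temperature; buffer-only wells were negative controls.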
LDHA inh: qHTS assay for inhibitors of human lactate dehydrogenase | L-lactate dehydrogenase A chain (Homo sapiens), P00338 | AID 1347041, 2019 | 480,000 tested, 0.15% active | purified LDHA, NADH/diaphorase-resazurin fluorescence; stronger effect = lower value | activity change, % (values are at about 110 or 230 µM); in the data active = activity change below about -30%; inconclusive = mostly about -25% to -30%;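 also: plate controls were DMSO wells for no effect and wells without enzyme for full effect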
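Human LDH5 (2 nM) was incubated with 0.06 mM NADH and 0.2 mM pyruvate for 5 min at room temperature in Tris pH 7.4. Remaining NADH was coupled through diaphorase/resazurin, and resorufin fluorescence was read at 0 and 20 min.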
Numbers without * were called inactive; ? = inconclusive; . = no result given; & = joins results of further samples; [ ] = remark or other dose. Unless noted, calls follow the shape of the dose curve; as a rule, active = well fitted curve in the direction sought with a large enough effect; inconclusive = small, poorly fitted or top-dose-only effect, or another doubt; inactive = no such curve, though single readings can be large; an effect the other way counts as inactive or inconclusive.

Start of the listing, in advance:
SMILES	Anesthetic bind	APEX1 inh	Pol beta inh	GRP78 ERSR act	POLH inh	BLM inh	POLI inh	POLK inh	LDHA inh
COc1ccc(C(CCN)c2ccc3c(c2)OCO3)cc1 (stereo not given)	-12.3%	19.2%	-0.2%	-1.6%	-13.5%	-8.3%	-7.9%	-1.9%	-1.6
Cn1c(SCC(N)=O)nnc1-c1ccc(S(=O)(=O)N2CCCC2)cc1	0.2%	32.6%	38.4%	-4.0%	-14.4%	-2.1%	44.9%[activator]	-16.0%	-4.7

The list itself, repeating the preview:
SMILES	Anesthetic bind	APEX1 inh	Pol beta inh	GRP78 ERSR act	POLH inh	BLM inh	POLI inh	POLK inh	LDHA inh
COc1ccc(C(CCN)c2ccc3c(c2)OCO3)cc1 (stereo not given)	-12.3%	19.2%	-0.2%	-1.6%	-13.5%	-8.3%	-7.9%	-1.9%	-1.6
Cn1c(SCC(N)=O)nnc1-c1ccc(S(=O)(=O)N2CCCC2)cc1	0.2%	32.6%	38.4%	-4.0%	-14.4%	-2.1%	44.9%[activator]	-16.0%	-4.7
Cc1cc(C)c(OCC(=O)Nc2nnc(C3CC3)s2)c(C)c1	.	-2.6%	.	-0.7%	-10.3%	.	2.8%	8.7%	2.4
COC(=O)c1ccc(CO/N=C2\CCCc3nonc32)cc1	-14.4%	-7.7%	-1.0%	-1.1%	7.9%	-10.7%	185.7%[activator]	-1.1%	-9.2
CCC(C)(C)n1nnnc1C(C(C)C)N(CCCO)Cc1cc2cc(C)ccc2[nH]c1=O (stereo not given)	-1.2%	2.0%	31.6%	-5.4%	-18.9%	-2.3%	16.4%	-13.1%	-3.8
O=C(NCC(c1ccc2c(c1)OCO2)N1CCN(c2ccccc2)CC1)C(=O)Nc1ccccc1 (stereo not given)	-6.3%	.	12.2%	3.5%	-13.2%	2.7%	13.3%	3.1%[60.1 µM]	-1.0
CC(=O)NC1(NC(C)=O)CCN(C)CC1	-3.4%	-3.1%	-0.8%	-3.7%	4.7%	-0.9%	79.6%[activator]	-19.6%	-2.5
COc1cccc(C2C(C(=O)Nc3ccccc3)=C(C)Nc3nc(-c4ccccc4)nn32)c1OC (stereo not given)	44.2%[activator]	.	8.6%	-2.1%	-15.9%	-20.4%	0.0%	-13.2%	3.5
Cc1ccc(N2C(=O)N(CC(=O)Nc3ccc(C)cc3Cl)C(=O)C2C)cc1 (stereo not given)	.	0.3%	.	0.7%	-12.4%	.	-9.5%	-14.1%	-3.5
C/C(=N\NC(=O)c1ccn(C)n1)c1cccc(NC(=O)c2ccncc2)c1	-7.9%	5.7%	8.7%	2.1%	-15.2%	-11.7%	5.6%	-26.8%	-3.5
Cc1csc(NC(=O)c2ccc(N3CCCC3=O)cc2)n1	-1.3%	-2.5%	8.4%	-12.9%	-6.6%	-6.1%	-6.2%	-9.3%	-5.4
Cc1occc1C(=O)NNC(=O)C1CCCC1	-1.7%	-0.6%	-26.9%	-2.9%	4.4%	4.0%	149.8%[activator]	-1.6%	-12.8
COc1cc(OC)cc(C(=O)Nc2ccc(C(=O)NCC3CCCO3)cc2)c1 (stereo not given)	-1.7%	-2.9%	27.6%	-1.4%	-5.0%	-3.6%	108.5%[activator]	-9.6%	-3.0
CCC(=O)c1ccc(OCC(=O)OCC(=O)N2CCCc3ccccc32)cc1	.	12.7%	.	0.4%	-22.2%	.	77.1%[activator]	3.6%	0.1
Cc1cc(C)c(NC(=O)CN2CCOCCOCCOCCOCC2)c(C)c1	.	.	.	-2.3%	-22.4%	.	33.4%[activator]	-1.4%	-1.5
O=C(CNC(=O)c1ccc(Cl)cc1)c1ccc(Br)cc1	-7.9%	-15.5%	1.6%	-4.3%	-10.6%	-2.1%	39.9%[activator]	4.3%	-4.0
COc1cccc(NC(=S)N2CCN(C)CC2)c1	-5.3%	49.3%[activator]	33.1%	1.1%	-8.7%	-2.9%	12.6%	-8.6%	-14.7
CC(=O)CSc1cc(-c2ccccc2)nc2ncnn12	4.6%	-2.0%	?	-3.8%	-13.6%	2.3%	60.7%[activator]	0.0%	-5.1
CCOC(=O)CNS(=O)(=O)c1ccc2c3c(cccc13)C(=O)N2CC	759.2%[activator]	-3.6%	92.4%	4.6%	10.1%	0.7%	116.4%[activator]	8.5%	-6.8
CCCn1cc(S(=O)(=O)c2cc(C)ccc2C)c(=O)c2cc(F)c(N3CCOCC3)cc21	40.2%[activator]	.	9.2%	-1.8%	-1.7%	1.6%	?	?	-9.6
CCCNc1c(NS(=O)(=O)c2ccc(C)cc2C)c(=O)oc2ccccc12	-22.0%	12.1%	1.4%	-7.6%	-18.5%	-4.2%	-4.2%	7.2%	1.5
O=C1C[C@@H](O)[C@@H](O)[C@H]2[C@@H]3C(=O)N(Cc4ccccc4)C(=O)[C@@H]3CC[C@H]12	-1.6%&2.2%[15.3 µM]	-10.6%&14.5%[12.4 µM]	.	-3.8%&-5.8%	.	2.8%&-3.5%[12.4 µM]	.	.	.
N#Cc1ccccc1CSc1ccccn1	-1.5%	0.3%	9.1%	1.7%	-2.5%	2.4%	-3.8%	-19.1%	0.5
Fc1ccc(N/N=C/c2ccncc2)c(F)c1	6.3%	-1.4%	3.1%	5.0%	-0.2%	-5.5%	-4.2%	-21.3%	-3.5
O=C(C1CCC(CNS(=O)(=O)c2cccs2)CC1)N1CCN(c2ccc(F)cc2)CC1 (stereo not given)	?	-3.3%	21.3%	1.4%	0.7%	-0.5%	24.7%	-10.0%	-5.6
COc1ccc(/C=C/C(=O)NC(=S)NNC(=O)c2cnccn2)cc1	1.4%	-0.7%	33.5%	-5.2%	-8.6%	0.4%	31.5%[activator]	-9.4%	-9.7
N#Cc1ccc(OCC(=O)OCC(=O)Nc2cc(C(F)(F)F)ccc2N2CCOCC2)cc1	-0.4%	15.7%	6.0%	-1.0%	-18.7%	-11.5%	-2.8%	-10.2%	-8.0
CC[C@@H]1C/C=C\Cc2ccccc2[C@@H](C(=O)C[C@H](O)CC(C)=O)OC1=O	.	-3.4%	.	-2.0%	-13.6%	.	18.3%	-3.2%	-1.5
Cc1ccc(S(=O)(=O)NCCNC(=O)c2cc(OCC(F)(F)F)ccc2OCC(F)(F)F)cc1	?	-1.1%	-17.9%	-3.3%	-8.5%	-10.8%	7.1%	-1.0%	-7.0
O=C(Nn1c(SCc2ccccc2F)nc2ccsc2c1=O)c1ccccc1	-7.9%	-1.6%	0.7%	1.2%	-16.7%	-9.6%	-7.9%	-18.6%	-8.6
COC(=O)c1ccc(COc2ncnc3ccccc23)o1	-2.5%	12.3%[12.4 µM]	11.9%	1.7%	-10.9%	1.2%	-9.6%	8.9%	-1.2
COc1ccc(C2=NOC(C(=O)NCc3ccccc3)C2)cc1 (stereo not given)	1.9%	6.5%	25.9%	-0.4%	-4.8%	-2.6%	13.5%	-15.4%	-5.5
CCOC(=O)c1c(NC(=O)c2ccccc2C)sc2c1CC(C)(C)OC2	-23.2%	1.8%	4.9%	-4.6%	-25.5%	-8.7%	11.6%	-5.7%	-3.0
CC(C)Oc1ccc(CNC(=O)CCC(=O)N2CCSc3ccccc32)cc1	-19.2%	-4.7%	-2.2%	1.3%	-23.2%	-4.8%	35.0%[activator]	1.5%	3.7
Cc1ccc2nc(-c3ccc(NC(=O)C(C)N4C(=O)c5ccccc5C4=O)cc3)sc2c1 (stereo not given)	4.5%	4.9%	-24.3%	3.4%	-1.9%	0.2%	10.8%	-6.1%	-9.1
CCOC(=O)CNC(=O)C1c2cc(OC)c(OC)cc2C(=O)N(C)C1c1ccccc1F (stereo not given)	-3.9%	-1.8%	34.0%	-3.5%	-3.5%	-5.3%	72.5%[activator]	-2.9%	17.3
Cc1cc(C)n(CC(=O)c2cccc(N)c2)n1	-18.0%	0.1%	-23.9%	-1.7%	-13.3%	-7.1%	42.9%[activator]	-15.1%	-0.2
COCCCNC(=O)C(F)(F)C(F)(F)C(=O)NCCCOC	-8.2%	0.7%	43.5%	-0.9%	-4.7%	-0.9%	-0.1%	-21.6%	-2.9
COC(=O)c1ccc(C(=O)OC)c(NC(=S)N2CCC(N3CCCCC3)CC2)c1	-2.7%	1.5%	2.0%	-3.2%	-4.2%	4.4%	4.6%	2.6%	2.2
COc1ccc(C(CNC(=O)c2cccc(S(=O)(=O)Nc3ccccc3OC)c2)N2CCCCC2)cc1 (stereo not given)	.	.	.	-3.0%	-5.5%	.	13.4%	-10.4%	-2.5
CCCCNC(=O)/C=C/c1ccc(OC)c(Br)c1	-10.7%	2.2%	-5.7%	2.3%	0.1%	-0.2%	20.5%	0.0%	-8.4
Cc1nc(C(=O)N2CCCC(C(=O)c3ccc(Cl)cc3)C2)cs1 (stereo not given)	-12.3%	-7.0%	1.5%	-3.4%	-35.2%	-1.4%	11.9%	16.2%	-2.8
O=C(c1ccc2c(c1)OCCO2)N(Cc1cccnc1)c1nc2c(F)cccc2s1	-1.5%	.	0.0%	-2.2%	-21.4%	-10.2%	11.7%	2.9%[60.1 µM]	-0.8
CCOC(=O)/C(C#N)=C\c1cccnc1	-3.5%	-5.2%	60.3%	0.0%	-10.7%	-0.8%	95.5%[activator]	-10.6%	-1.8
CCOC(=O)c1sc(NC(=O)c2ccc(OC(C)=O)cc2)nc1C	-3.5%	-4.7%	4.8%	-2.0%	-7.2%	-2.8%	52.7%[activator]	-3.0%	-0.9

Bioassay records as filed in PubChem BioAssay.

Not all compounds are listed; count on the stated rates, not on these rows.
